# JMJD2A Tudor inh: JMJD2A Tudor domain (human) inhibition; O75164; AlphaScreen JMJD2A-Tudor / H3K4me3 peptide binding; Potency, µM (highest dose often 114 µM), inactives show at the highest dose activity change, negative = inhibition, hits mostly inhibitors; 4.4% of 390,000 active; AID 504339; further: potency means the concentration at half of the fitted maximal effect; on the % scale 0 is the no-effect control and ±100 the full control effect; nearly all actives have a fitted effect of over 50% in size
# Target sequence (O75164 whole entry, looked up, the tested form may be a part): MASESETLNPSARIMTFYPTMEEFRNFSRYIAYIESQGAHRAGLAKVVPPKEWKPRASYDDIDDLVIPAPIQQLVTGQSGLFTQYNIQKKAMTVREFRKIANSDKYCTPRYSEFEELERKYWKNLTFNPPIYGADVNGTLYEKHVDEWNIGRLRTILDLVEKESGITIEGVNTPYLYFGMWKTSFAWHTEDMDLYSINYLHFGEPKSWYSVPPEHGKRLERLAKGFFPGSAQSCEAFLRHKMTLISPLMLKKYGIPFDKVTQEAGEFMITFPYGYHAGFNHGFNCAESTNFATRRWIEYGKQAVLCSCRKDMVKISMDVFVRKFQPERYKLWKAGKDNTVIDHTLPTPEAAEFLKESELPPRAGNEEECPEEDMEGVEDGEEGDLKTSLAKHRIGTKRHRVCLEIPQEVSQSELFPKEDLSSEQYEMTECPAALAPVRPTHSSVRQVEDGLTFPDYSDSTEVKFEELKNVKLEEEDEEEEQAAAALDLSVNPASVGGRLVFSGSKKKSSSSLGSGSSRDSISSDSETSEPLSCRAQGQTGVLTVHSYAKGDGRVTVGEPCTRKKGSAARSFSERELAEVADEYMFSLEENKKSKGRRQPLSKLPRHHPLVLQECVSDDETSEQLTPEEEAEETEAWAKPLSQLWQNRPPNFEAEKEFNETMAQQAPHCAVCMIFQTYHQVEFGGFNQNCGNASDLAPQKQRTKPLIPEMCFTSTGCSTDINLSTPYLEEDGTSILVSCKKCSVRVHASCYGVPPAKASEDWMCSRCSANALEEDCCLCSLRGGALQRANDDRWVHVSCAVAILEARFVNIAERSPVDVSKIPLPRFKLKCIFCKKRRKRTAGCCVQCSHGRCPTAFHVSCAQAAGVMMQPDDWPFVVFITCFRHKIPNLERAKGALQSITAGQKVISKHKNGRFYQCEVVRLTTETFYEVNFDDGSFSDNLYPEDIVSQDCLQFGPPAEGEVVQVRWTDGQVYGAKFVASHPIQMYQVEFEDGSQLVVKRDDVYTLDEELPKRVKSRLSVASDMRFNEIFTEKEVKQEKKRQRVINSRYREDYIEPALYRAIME
# PI4K2A inh: inhibitors of human PI4K2A. purified PI4K2A, ADP-Glo luminescence, 1 h; active compounds read low. activity change, negative = inhibition, % at 76.9 µM. 0.13% of 420,000 active; in the data active means activity change below about -50%; inconclusive means mostly about -30% to -49%;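 further: -100% = wells without enzyme as full effect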
#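 PI4K2A activity was measured by ADP-Glo luminescence: enzyme (4 ug/mL stock) and phosphatidylinositol (1.2 mM stock) in Tris pH 7.5/MgCl2/EGTA/Triton X-100 buffer were reacted with ATP (300 microM stock) for one hour at ambient temperature.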
# BAZ2B block: BAZ2B (human) inhibition. Q9UIF8. AlphaScreen BAZ2B-H3K14Ac peptide displacement. Potency, µM (highest dose often 114 µM), inactives show at the highest dose activity change, negative = inhibition, usual class: inhibitors. 4.4% of 360,000 active. AID 504333; further: potency means the concentration at half of the fitted maximal effect; on the % scale 0 is the no-effect control and ±100 the full control effect; nearly all actives have a fitted effect of over 60% in size
#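 Protein-peptide AlphaScreen: BAZ2B 50 nM, b-H3K14Ac 50 nM, 1x PBS pH 7.4 + 0.01% Tween-20. Preincubation 30 min RT; cpd 30 min RT (top 110 uM); beads 20 min RT, light-protected.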
# GLS inhibitor: glutaminase GLS (human) inhibition; GLS enzymatic activity, qHTS titration; 0.21% of 410,000 active; Potency, µM (doses to about 45.5 µM), for the others: top-dose activity change, negative = inhibition, usual class: inhibitors; O94925; further: potency means the concentration at half of the fitted maximal effect; on the % scale 0 is the no-effect control and ±100 the full control effect
#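 Assay buffer: 45 mM KH2PO4 pH 8.2, 0.02% Tween-20. hKGA acts on L-glutamine (1 mM solution added); product glutamate is reported by an oxidase/peroxidase Amplex Red coupling, with fluorescence taken at baseline and 30 min.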
# RGS4 inhibitor: inhibitors of human regulator of G protein signaling 4; Potency, µM (top dose mostly 114 µM), inactives show top-dose activity change, negative = inhibition, hits mostly inhibitors; Transcreener GDP fluorescence polarization, RGS4-accelerated GTP hydrolysis; 0.039% of 390,000 active; AID 504845; further: potency means the concentration at half of the fitted maximal effect; on the % scale 0 is the no-effect control and ±100 the full control effect; nearly all actives have a fitted effect of over 75% in size; some results filed as inactive show a strong effect at the top dose
#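 MLSMR compounds (23 nl, pin-transferred) preincubated 10 min at room temperature with a 500nM (2x) first reagent, then RGS4 at 900nM (2x) plus Transcreener GDP mix added; fluorescence polarization (620/688 nm) read before and after 90 min at 30 °C.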
# HP1b chromo inh: HP1-beta chromodomain-methylated histone interaction inhibition | AlphaScreen HP1-beta / biotin-H3K9me3 peptide binding | Potency, µM (series often up to 114 µM), inactives show top-dose activity change, negative = inhibition, usual class: inhibitors | 0.56% of 390,000 active; further: potency means the concentration at half of the fitted maximal effect; nearly all actives have a fitted effect of over 70% in size; inactives centre near 23
#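 HP1-beta protein (50 nM final) preincubated 30 min at room temperature with biotinylated H3(1-18)K9me3 peptide (50 nM) in PBS pH 7.4, 0.01% Tween-20, then compound added for 30 min. AlphaScreen streptavidin donor/nickel chelate acceptor beads (10 ug/mL final), 30 min dark, luminescence read.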
# G9a inh: inhibitors of human histone lysine methyltransferase G9a; Q96KQ7; G9a H3K9 monomethylation, AlphaScreen, 2 h; Potency, µM (top dose mostly 102 µM), inactives show at the top dose activity, negative = inhibition, actives largely listed as inhibitors; 8.8% of 350,000 active; further: potency means the concentration at half of the fitted maximal effect; on the % scale 0 is the no-effect control and ±100 the full control effect; nearly all actives have a fitted effect of over 75% in size
#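 Readings reflect AlphaScreen signal from monomethyl-H3K9 antibody detection. HMT at 20 nM; substrate b-H3K9 500 nM; cofactor SAM 20 uM; 2 h RT reaction; compounds tested as titrations in qHTS with 15 min preincubation.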
# ERG-DNA inh: inhibitors of human ERG Ets domain-DNA interaction. AID 624246. fluorescence polarization, His-ERG Ets domain / labelled DNA. P11308. Potency, µM (titrated, usually from 76.9 µM), inactives show top-dose FP activity, negative = inhibition, usual class: inhibitors. 0.028% of 370,000 active; active means well fitted inhibition curve with a large enough effect in the polarisation, with a control signal flat; inconclusive means small, poorly fitted or top-dose-only effect, or effect the other way, or a change in a side signal; inactive means no such curve, though single readings can be large or run the other way; the % refers to the polarisation;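 further: polarization taken with two DNA probes labelled with fluorescein and Texas red; potency means the concentration at half of the fitted maximal effect; % of control where 0% means no effect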
#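 His-tagged ERG Ets domain (1 uM in the protein solution; 300mM KCl, 50mM Tris-HCl, 1mM EDTA, 1mM DTT, pH 7.5) received compound, then a probe mix of 5 nM fluorescein-DNA and 100nM Texas-615-DNA. Fluorescence polarization was read for both dyes.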
# 12-LOX inh: blocks human arachidonate 12S-lipoxygenase | P18054 | purified 12hLO, xylenol orange hydroperoxide absorbance | Potency, µM (highest dose often 108 µM), for inactives: at the top dose activity change, negative = inhibition, usual class: inhibitors | 1.1% of 580,000 active; further: potency means the concentration at half of the fitted maximal effect; on the % scale 0 is the no-effect control and ±100 the full control effect
#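 Purified human 12hLO at 150 nM in 25 mM Hepes, 0.01% Triton X-100, pH 7.0, preincubated 15 min at room temperature with compound. Reaction started with 40 uM arachidonic acid, 30 min at room temperature. Hydroperoxide measured by Fe-xylenol orange, 573/405 nm absorbance ratio.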
# * marks the source's active call; other numbers are inactive results; ? = inconclusive; / = not tested or not shown; & = joins results of further samples; ! = not confirmed by another sample; [ ] = dose if it differs, or a comment. Unless noted, the call rests on the fitted dose curve; in most records, active means well fitted curve in the direction sought with a large enough effect; inconclusive means small, poorly fitted or top-dose-only effect, or another doubt; inactive means no such curve, though single readings can be large; an effect the other way counts as inactive or inconclusive.
SMILES,JMJD2A Tudor inh,PI4K2A inh,BAZ2B block,GLS inhibitor,RGS4 inhibitor,HP1b chromo inh,G9a inh,ERG-DNA inh,12-LOX inh
CC1=C(/C=C/C(C)=C/C=C/C(C)=C/C(=O)O)C(C)(C)CCC1,-20%,3&0&-7,?,-4%&-20%,?,25%,50µM*!,9%,-17%
COc1cc(C(=O)NCc2ccc(S(N)(=O)=O)cc2)ccc1OCC(=O)N1CCOCC1,-12%,-3,10%,1%,8%,28%,19%[12.7 µM],2%,27%
CC(=O)N1c2ccc(S(=O)(=O)N(C)CC(=O)NCc3ccc(C)cc3)cc2CC1C (stereo not drawn),-11%,4,-11%,6%,39%[11.4 µM],51%[activator],/,6%,-2%
O=C(COC(=O)c1cc(Cl)ccc1Cl)Nc1ccc2[nH]c(=O)[nH]c2c1,-15%,-2,6%,-1%,16%,1%,15%[0.501 µM],3%,-29%
N#Cc1ccc(C(=O)OCC(=O)N2CCN(C(=O)c3ccco3)CC2)cc1,-7%,-1,/,0%,4%,21%[57 µM],/,4%,?
CC(Oc1ccccc1)C(=O)Nc1ccc(S(=O)(=O)N2CCN(C)CC2)cc1 (stereo not drawn),-10%,-5,2%,-1%,-11%,1%,?,?,-2%
O=C(CSc1ncc2c(n1)-c1ccccc1N(Cc1ccc(F)cc1)S2(=O)=O)c1ccc(Br)cc1,-9%,2,1%,-4%,-6%,23%,-3%[59 µM],3%,-12%
Cc1ccc(NC2CC(C)NC(=S)N2)cc1 (stereo not drawn),-10%,-5,-13%,-21%,-1%,33%[activator],-39%,-6%,?
COc1ccc(C(=O)Nc2ccc(Cl)cn2)cc1S(=O)(=O)N1CCCC1,-10%,-3,11%,2%,8%,15%,-2%[12.7 µM],-5%,-5%
COc1ccc(-c2noc(CNC(=O)c3ccco3)n2)cc1,-15%,-3,-14%,-2%,-15%,9%,?,-4%,-16%
COc1ccc(NC(C)=O)cc1S(=O)(=O)Nc1ccc(C(=O)N2CCCC2)cc1,-14%,-1,-15%,-4%,15%,3%,/,-2%,11%
COc1ccc(CCNC(=O)COC(=O)C2CC2C)cc1OC (stereo not drawn),7%,0,10%,-2%,-30%,39%,8%[12.7 µM],0%,-5%
O=C(Nc1ccccc1-c1nc2ccccc2s1)c1ccc(F)cc1,8%,-2,50µM*,8%,-9%,39%[activator],5%[59 µM],-3%,-17%
CCOC(=O)c1c(C)[nH]c(NC(=O)N2CCOCC2)c1C,-22%,0,9%,20%,3%,8%,2%,/,10%
COCCCn1c(C)nnc1SCC(=O)Nc1ccc(C(C)=O)cc1,-3%,2,4%,-2%,-5%,23%,15%,-5%,0%
COc1cccc(/C=C2\Oc3cc(OC(=O)N4CCOCC4)ccc3C2=O)c1,-24%,-7,-5%,1%,2%,10%,-5%,0%,-15%
Cc1ccnc(NC(=O)c2ccc3c(c2)C(=O)N(CC(C)C)C3=O)c1,-24%,-8,-13%,-5%,-12%,34%,13%,-4%,75%[activator]
CC1(C)CNC(=O)c2sc(N3CCCCC3)nc2C1,-19%,6,-4%,?,-11%,3%,4%[12.7 µM],4%,-5%
N#Cc1ccc(CN2CCN(C(=O)C3CC(=O)N(c4ccccc4F)C3)CC2)cc1 (stereo not drawn),-17%,5,/,-5%,-1%,21%,/,9%,-4%
Cc1ccc(NC(=O)Cc2cccs2)cc1Cl,14%,1,-2%,-8%,-24%,82%[activator],6%,-10%,0%
CN1C(=O)NC(c2cccc([N+](=O)[O-])c2)C2=C1CCCC2=O (stereo not drawn),-9%,-3,-4%,-8%,0%,29%,21%,1%,0%
Cc1ncc(CO)c2cc(S(=O)(=O)c3ccc(F)cc3)c(=O)oc12,-23%,-2,-3%,1%,8%,41%[activator],?,-13%,-28%
NS(=O)(=O)c1ccc(CNC(=O)c2ccncc2)cc1,-6%,2,2%,-15%,12%,19%,101%[activator],7%,2%
Cc1ccc(S(=O)(=O)c2cn(C)c3cc(N4CCOCC4)c(F)cc3c2=O)cc1,-14%,-6,-13%,-11%,-32%,23%,57%[activator],-1%,31%
CCOC(=O)c1[nH]c(C)c(C(=O)OCC(=O)N(Cc2ccccc2)C(C)C)c1C,?,3,-34%,1%,-7%,3%,-9%[2.33 µM],-6%,2%
SMILES,JMJD2A Tudor inh,PI4K2A inh,BAZ2B block,GLS inhibitor,RGS4 inhibitor,HP1b chromo inh,G9a inh,ERG-DNA inh,12-LOX inh
COc1cc(C(=O)O[C@H]2C/C(C)=C/CC[C@]3(C)O[C@@H]3C(O)C2C(C)C)cc(OC)c1OC (stereo partly drawn),-24%,2,-22%,-17%,6%,-13%,7%,2%,2%
O=C(CCC1CCCN(C(=O)c2ccoc2)C1)NCc1ccc(F)c(F)c1 (stereo not drawn),-5%,4,-9%,0%,15%,34%,21%,-10%,0%
O=C(Nc1ccc(Cl)cc1)C1C2CCCCC21 (stereo not drawn),6%,-3,-20%,4%,-13%,24%,/,-5%,?
COc1cccc(CNS(=O)(=O)c2ccc3c(c2)C(C)(C)C(=O)N3C)c1,-36%,8,-35%,-6%,-27%[56.9 µM],-5%,8%,0%,/
Cc1cccc(CCNC(=O)CCS(=O)(=O)c2ccc3nc(C)sc3c2)c1,-13%,3,-4%,-1%,1%,37%[activator],/,-8%,402%[activator]
O=c1[nH]c(=O)n(Cc2ccccc2)c2nc(-c3ccc(Oc4ccc(F)cc4)c([N+](=O)[O-])c3)n(CCO)c12,?,-1,?,-4%,-2%,-11%,?,8%,-12%
CCOC(=O)C1=C(CN2CCN(c3ccc(F)cc3)CC2)NC(=O)NC1c1cccs1 (stereo not drawn),?,-1,-26%,-3%,-18%,11%,-35%[59 µM],-6%,-28%
CSc1ccc(S(=O)(=O)Nc2ccc(NC(C)=O)cc2)cc1,-2%,10,-2%,21%,-27%,25%,-2%[12.7 µM],8%,-24%
Cc1nn(CCC(=O)O)c2nc(-c3cccnc3)cc(C(F)(F)F)c12,-36%,-8,?,13%,1%,46%[activator],?,-2%,?
NC(=O)C1CCN(C(c2ccccc2Cl)c2nnnn2CC2CCCO2)CC1 (stereo not drawn),-13%,2,?,4%,-32%,34%,-7%[59 µM],-21%,?
CCCc1oc(C(=O)O)cc1CN,-19%,-6,?,-28%,-29%,39%[activator],?,/,-13%
CC1=CS(=O)(=O)CC1SC(=S)N(C)C1CCS(=O)(=O)C1 (stereo not drawn),?,-2,-7%,-1%,5%,35%,?,-6%,1%
CO/N=C/NC(=O)c1c(OC)ccnc1Oc1ccc(F)cc1,-11%,3,-4%,10%,15%,18%,18%[2.33 µM],/,6%[57.4 µM]
CCOC(=O)C1CCCN(C(=O)C2CCN(S(=O)(=O)c3c(C)noc3/C=C/c3ccccc3F)CC2)C1 (stereo not drawn),-16%&-10%,-1&1,-28%&-2%,3%&4%,-21%[56.9 µM],35%,-5%,-5%&5%,0%&-24%
O=C(CCSc1nc(-c2ccc3c(c2)OCO3)cc(C(F)(F)F)n1)NCc1ccco1,0%,0,-3%,1%,-3%,50%[activator],5%,-10%,?
COc1ccc(CN(C)CC(O)COC(c2ccc(OC)cc2)c2ccc(OC)cc2)cc1 (stereo not drawn),-34%,-3,-16%,-7%,-20%,-2%,26%,6%,?
O=C(NCCN1CCCC1)C(c1ccccc1)c1ccccc1,-7%,0,1%,-3%,22%,22%,24%[0.501 µM],10%,4%
Nc1nc2nccc(-c3cccnc3)n2n1,-8%,-6,-10%,0%,27%,26%,3%,5%,3%
Cc1ccc(C(c2nnnn2CS(=O)(=O)c2ccc(C)cc2)N2CCN(c3ncccn3)CC2)cc1 (stereo not drawn),-7%,0,4%,-1%,10%,21%,-5%[59 µM],2%,-3%
O=C(CNC(=S)N(CCCN1CCOCC1)Cc1cccs1)NCc1ccc(Cl)cc1,-20%,-2,-16%,7%,1%,33%,?,12%,-14%
CCC(C(=O)Nc1ccc(C(=O)Nc2ccccc2C(=O)O)cc1)c1ccccc1 (stereo not drawn),-15%,-14,-21%,19%,-14%,16%,-48%,-4%,-23%
Cc1ccc(C)n1-c1sc2c(c1C#N)CCC(C)C2 (stereo not drawn),?,0,6%,6%,-49%,-10%,?,-3%,-38%
O=C1C2C3C=CC(C4CC34)C2C(=O)N1c1cccc2ccccc12 (stereo not drawn),-15%,2,-1%,-2%,14%,37%,/,-6%,0%
O=C(CNC(=O)c1cccs1)NCC(=O)OCc1ccccc1Br,5%,0,-16%,-1%,3%,12%,-41%,-7%,1%
O=C(CSc1ccnc(=O)[nH]1)NCc1ccc(F)cc1,-8%,3,-4%,-2%,9%,15%,13%[59 µM],4%,-17%

# Random excerpt: three records from the list.
SMILES,JMJD2A Tudor inh,PI4K2A inh,BAZ2B block,GLS inhibitor,RGS4 inhibitor,HP1b chromo inh,G9a inh,ERG-DNA inh,12-LOX inh
CSc1ccc(S(=O)(=O)Nc2ccc(NC(C)=O)cc2)cc1,-2%,10,-2%,21%,-27%,25%,-2%[12.7 µM],8%,-24%
CCOC(=O)C1CCCN(C(=O)C2CCN(S(=O)(=O)c3c(C)noc3/C=C/c3ccccc3F)CC2)C1 (stereo not drawn),-16%&-10%,-1&1,-28%&-2%,3%&4%,-21%[56.9 µM],35%,-5%,-5%&5%,0%&-24%
O=C(CNC(=S)N(CCCN1CCOCC1)Cc1cccs1)NCc1ccc(Cl)cc1,-20%,-2,-16%,7%,1%,33%,?,12%,-14%

# These rows are one share of the data; the hit share may differ from the screen's.
